BoNT-F LC inh = BoNT/F light chain protease inhibitors, primary screen, biochemical, flow cytometry, MLPCN library; inhibition, % at 10 µM; Multiplex microsphere protease cleavage assay; hit rate 0.22% among 360,000; in the data active = inhibition above about 35%, passing the limit was not always enough; inconclusive = no clear call, values can overlap the other calls; also: plate controls were buffer without enzyme for full effect and enzyme alone for no effect
PfHsp40 rescue = rescue of yeast from PfHsp40 toxicity, primary screen, S. cerevisiae, ATP luminescence; hit rate 0.68% among 340,000; S. cerevisiae expressing PfHsp40, growth rescue; growth rescue, % at 12.5 µM; in the data active = growth rescue above about 28%, passing the limit was not always enough; inconclusive = no clear call, values can overlap the other calls;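 also: yeast W303a lacking pdr1 and pdr3 grown in galactose medium; growth measured after three days at 30 °C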
BoNT A protease = BoNT/A light chain protease inhibitors, primary screen, biochemical, flow cytometry, MLPCN library; multiplex microsphere protease substrate cleavage; inhibition, % at 10 µM; hit rate 0.17% among 360,000; AID 588499, 2011; also: plate controls were buffer without enzyme for full effect and enzyme alone for no effect
FadD28 binding = inhibitors of FadD28 bisubstrate probe binding, primary screen, biochemical, fluorescence polarization, single point; Mycobacterium tuberculosis FadD28 fatty-acid-AMP ligase; inhibition, % at 12.5 µM; hit rate 0.22% among 360,000; in the data active = inhibition above about 8.5%, passing the limit was not always enough; inconclusive = no clear call, values can overlap the other calls
Mtb BioA inh = M. tuberculosis BioA enzyme inhibitors, primary screen, biochemical, plate reader, single point, HTS. 7,8-diaminopelargonic acid synthase BioA (Mycobacterium tuberculosis). purified M. tuberculosis BioA enzyme. hit rate 0.096% among 360,000. inhibition, % at 9.99 µM; in the data active = inhibition above about 40%; inconclusive = no clear call, values can overlap the other calls
FBA Mtb inh = Mtb FBA enzyme inhibitors, primary screen, biochemical, fluorescence, strain H37Rv; Fructose-bisphosphate aldolase (Mycobacterium tuberculosis (strain ATCC 25618 / H37Rv)), …; purified M. tuberculosis FBA, fluorescence read-out; inhibition, % at 1 µM; hit rate 2.3% among 360,000; AID 588726, 2011; in the data active = inhibition above about 27%;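 also: 0% = vehicle and 100% = reference inhibitor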
Target sequence (P9WQA3 whole entry, looked up): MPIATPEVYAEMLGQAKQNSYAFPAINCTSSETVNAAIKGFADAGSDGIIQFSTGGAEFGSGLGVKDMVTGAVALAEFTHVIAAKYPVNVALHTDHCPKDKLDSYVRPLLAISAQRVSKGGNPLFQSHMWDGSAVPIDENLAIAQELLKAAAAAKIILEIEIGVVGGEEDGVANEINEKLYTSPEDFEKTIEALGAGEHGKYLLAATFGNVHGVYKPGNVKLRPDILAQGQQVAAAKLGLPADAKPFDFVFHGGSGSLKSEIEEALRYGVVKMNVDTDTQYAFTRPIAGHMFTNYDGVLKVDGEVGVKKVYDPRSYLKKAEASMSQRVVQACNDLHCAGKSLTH
UGM FP inh = M. tuberculosis UGM enzyme inhibitors, primary screen, biochemical, fluorescence polarization, single point; inhibition, % at 10 µM; purified UGM, fluorescence polarization probe displacement; hit rate 0.06% among 320,000; in the data active = inhibition above about 10%, passing the limit was not always enough; inconclusive = no clear call, values can overlap the other calls
Target sequence (P9WIQ1 whole entry, looked up): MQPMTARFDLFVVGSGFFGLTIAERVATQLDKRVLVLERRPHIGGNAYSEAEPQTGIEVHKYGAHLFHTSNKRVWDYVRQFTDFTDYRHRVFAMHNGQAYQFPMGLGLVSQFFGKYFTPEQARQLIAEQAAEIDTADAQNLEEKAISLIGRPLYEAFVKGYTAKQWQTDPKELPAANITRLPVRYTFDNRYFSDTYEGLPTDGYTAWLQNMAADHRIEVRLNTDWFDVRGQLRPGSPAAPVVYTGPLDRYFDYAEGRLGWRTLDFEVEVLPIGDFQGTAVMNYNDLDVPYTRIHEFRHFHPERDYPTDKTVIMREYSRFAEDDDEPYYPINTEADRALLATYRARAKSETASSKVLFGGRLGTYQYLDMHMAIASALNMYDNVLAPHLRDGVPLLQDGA
Anthrax LF prot = Bacillus anthracis LF protease inhibitors, primary screen, biochemical, multiplex microsphere, MLPCN library; Lethal factor (Bacillus anthracis), P15917; multiplex microsphere protease cleavage assay; inhibition, % at 10 µM; hit rate 0.12% among 360,000; AID 588501, 2011; also: plate controls were buffer without enzyme for full effect and enzyme alone for no effect
GDH-TPI inh = GDH-TPI coupling enzyme inhibitors, primary screen, artefact control for M. tuberculosis FBA inhibitor project, biochemical, absorbance, full deck. hit rate 1.2% among 360,000. AID 588335, 2011. inhibition, % at 4.8 µM. GDH-TPI coupled enzyme counterscreen, NADH absorbance; in the data active = inhibition above about 30%;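 also: 0% = DMSO wells and 100% = wells lacking the enzyme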
* = called active by the depositor; ? = inconclusive; / = not tested or not shown; & = joins results of further samples. Rule as the data show it, unless noted: active = inhibition above about 30%; inconclusive = no clear call, values can overlap the other calls; inactive = below that.

SMILES	BoNT-F LC inh	PfHsp40 rescue	BoNT A protease	FadD28 binding	Mtb BioA inh	FBA Mtb inh	UGM FP inh	Anthrax LF prot	GDH-TPI inh
Cc1cc(NS(=O)(=O)c2ccc(NC(=S)Nc3ccc(Cl)cc3C)cc2)no1	?	-0.3	?	-1.3	/	-1	0.2	-6	-6
COc1ccccc1S(=O)(=O)Cc1ccc(C(=O)NCc2ccc3c(c2)OCO3)o1	-2	-0.5	-0.8	-3.6	-1.0	-3	1.9	-3	-12
COc1ccc(OC)c(-c2csc(NC(=O)Cn3[nH]c(=O)c4ccccc4c3=O)n2)c1	-4	0.1	0.1	0.1	-6.4	3	0.7	1	4
CN(c1ccc(C(=O)NCC2CCCO2)cc1)S(=O)(=O)c1ccc(Cl)cc1 (stereo unspecified)	1	/	0.0	-2.4	0.8	-2	/	5	10
CCN(C(=O)COC(=O)C1COc2ccccc2O1)c1c(N)n(Cc2ccccc2)c(=O)[nH]c1=O (stereo unspecified)	-6	-0.4	-0.9	-3.4	-3.4	-3	/	-6	5
CCCCNC(=O)N1CCCC(N(C)CCc2ccc(OC)c(OC)c2)C1 (stereo unspecified)	?	0.8	3.1	1.0	1.9	3	1.2	-2	-2
Cn1c(-c2ncc(F)cc2F)cc2onc(-c3c(F)cccc3Cl)c2c1=O	-5	-2.1	-0.1	-0.2	-0.1	-2	2.3	-15	10
O=C(N/N=C/c1sc(=O)n(-c2ccccc2)c1Cl)c1ccccc1	-2	-0.9	0.4	-1.5	/	-4	-4.8	-1	31*
COC(=O)c1c(-c2ccccc2)csc1N	19	0.4	1.0	0.9	0.3	3	2.8	-2	3
Cc1ccc(-c2cnco2)cc1	?	-1.3	?	-0.8	/	-1	-1.3	30*	-1
O=C(NCCc1ccccc1)C1CCCN1C(=O)Nc1ccc(F)cc1 (stereo unspecified)	-1	0.3	-0.1	-0.3	0.2	6	1.0	2	-4
O=C/C(=C\Nc1ccc(Cl)cn1)c1nc2cc(Cl)ccc2o1	0	-0.1	0.1	-3.6	-2.2	-3	2.7	1	4
CCOC(=O)C(NC(C)=O)C(=O)Nc1ccc(C)cc1C (stereo unspecified)	0	-0.3	0.7	-1.3	/	-1	0.1	0	8
O=C(NC(=S)Nc1ccccc1N1CCCCC1)c1ccccc1	-4	-0.6	0.1	-1.9	-2.0	-1	0.3	0	8
Cc1cc[n+](CCc2ccccc2)cc1C	4	-0.1	-1.1	/	1.7	1	0.5	5	-3
OC(CN1CCC(Cc2ccccc2)CC1)c1ccccc1 (stereo unspecified)	16	-0.1	-2.6	-0.1	-1.1	-1	2.1	-8	-3
COc1cccc(NC(=S)Nc2cc(C)cc(C)n2)c1	?	-0.3	-1.4	-3.7	6.2	-1	4.6	9	17
Cc1cc(NC(=O)c2ccc(C(C)(C)C)cc2)no1	1	-0.2	-4.3	-0.3	1.2	-1	/	-15	1
COc1cccc(/C=C/C(=O)OCC(=O)N2c3ccccc3CC2C)c1OC (stereo unspecified)	-11	-1.0	2.2	-2.5	-0.8	2	/	5	1
Cc1cc(C)cc(NC(=O)C2CCCN2S(=O)(=O)c2ccc3c(c2)n(C)c(=O)c(=O)n3C)c1 (stereo unspecified)	-8	-0.4	-0.1	-4.1	-1.4	1	-2.7	6	18
CC1CC(OC(=O)C(O)c2ccccc2)CC(C)(C)N1C (stereo unspecified)	0	-0.1&-2.6	0.1	0.7	-1.3&-0.4	-2	-1.3	-6	13
CCOc1ccc(/C=N/NC(N)=S)cc1	-3	0.5	-1.0	0.0	/	1	-3.0	-2	30
O=C(Oc1ccc(N2C(=O)CCC2=O)cc1)c1ccccc1	-47	-0.2	-3.2	-1.2	-0.1	6	-0.6	0	5
O=C(CSc1nc2ccccc2c(=O)n1Cc1ccco1)c1ccccc1	-4	-0.5	-1.5	0.8	-1.6	2	0.7	-1	5
c1ccc2c(CN3CCOCC3)c[nH]c2c1	-31	-1.1	-4.1	-0.3	2.0	4	0.3	-11	4
C[C@]12CC[C@H](O)CC1=CCC1C2CC[C@@]2(C)C1CC[C@@H]2NC(=O)[C@@H](N)Cc1cnc[nH]1 (stereo partly specified)	-9	0.5	-0.4	-3.7	1.1	1	/	-5	12
CC(C)(C)c1ccc(OCCCC(=O)N2CCOCC2)cc1	-1	0.6	-0.4	-0.6	/	2	0.5	0	10
O=C(Nc1ccc(N2CCOCC2)c(Cl)c1)c1ccc(Cl)cc1	-2	1.0	0.3	-0.6	2.6	3	0.0	-1	-4
Cc1ccccc1NC(=O)Cc1nc(COC(=O)c2cccc([N+](=O)[O-])c2)cs1	-2	1.3	-2.3	-0.2	-2.3	4	3.2	1	4
Cc1cc(O)c(-c2cc(O)c(C)cc2O)cc1O	4	2.0	2.3	0.7	5.7	37*	0.7	-8	-6
Cc1ccc(C(=O)N2CCC(C)CC2)cc1C	-9	1.0	0.5	-4.0	0.2	-2	2.4	4	10
COc1ccccc1CNC(=O)C(C)Sc1ccsc1[N+](=O)[O-] (stereo unspecified)	-7	-1.5	0.8	0.0	/	-3	0.9	0	4
Cc1ccsc1C(=O)Nc1ccccc1N1CCCC1	0	-0.4	3.7	-0.8	-0.9	1	-2.0	1	6
CN(CC(=O)Nc1c(Cl)cccc1Cl)C(=O)Cc1ccc(S(=O)(=O)N2CCOCC2)s1	4	-0.2	-0.1	1.4	-1.0	-1	-0.8	0	2
COc1ccc(-c2nc3ccccc3nc2-c2ccccc2)cc1	-8	0.8	-0.2	-8.4	0.3	3	4.6	4	-1
COc1ccc(OC)c(N(C(=O)c2snc(C(N)=O)c2N)C(C(=O)NCc2ccccc2)c2ccc(O)cc2)c1 (stereo unspecified)	-21	-0.5	0.9	-2.2	-2.2	6	1.5	-6	8
O=C(NCc1ccncc1)C(=O)Nc1nc2ccccc2s1	1	-1.0	0.6	-0.1	/	-2	-0.7	-1	11
COc1ccc(OC)c(-n2nnnc2SCC(=O)Nc2cc(C)ccc2OC)c1	-18	-1.6	-0.5	2.7	-0.4	2	-0.6	0	-1
COc1ccc(C(=O)Nc2ccc3c4c(cccc24)CC3)cc1	-9	0.2	0.0	-2.7	/	2	-0.2	-3	2
O=C(NNC(=O)C1C2C=CC(C2)C1C(=O)O)c1cc(Cl)ccc1O (stereo unspecified)	0	-0.2	-1.8	-2.0	-0.6	65*	1.1	-2	7

Profiles, looked up by structure. Order of screens: BoNT-F LC inh, PfHsp40 rescue, BoNT A protease, FadD28 binding, Mtb BioA inh, FBA Mtb inh, UGM FP inh, Anthrax LF prot, GDH-TPI inh
Record of COc1ccc(C(=O)Nc2ccc3c4c(cccc24)CC3)cc1 : -9, 0.2, 0.0, -2.7, /, 2, -0.2, -3, 2
Record of O=C(Nc1ccc(N2CCOCC2)c(Cl)c1)c1ccc(Cl)cc1 : -2, 1.0, 0.3, -0.6, 2.6, 3, 0.0, -1, -4
Record of COc1ccc(-c2nc3ccccc3nc2-c2ccccc2)cc1 : -8, 0.8, -0.2, -8.4, 0.3, 3, 4.6, 4, -1
Record of CN(CC(=O)Nc1c(Cl)cccc1Cl)C(=O)Cc1ccc(S(=O)(=O)N2CCOCC2)s1 : 4, -0.2, -0.1, 1.4, -1.0, -1, -0.8, 0, 2
Record of Cc1ccc(C(=O)N2CCC(C)CC2)cc1C : -9, 1.0, 0.5, -4.0, 0.2, -2, 2.4, 4, 10

Later entries.
SMILES	BoNT-F LC inh	PfHsp40 rescue	BoNT A protease	FadD28 binding	Mtb BioA inh	FBA Mtb inh	UGM FP inh	Anthrax LF prot	GDH-TPI inh
CC1(C)CC(=O)C(C=NCCN2CCN(CC(=O)Nc3ccccc3)CC2)=C(O)C1	-2	0.1	-0.4	-0.6	0.0	-4	1.9	-1	5
CCOC(=O)Cn1c(C(F)(F)F)nc2nc(Cl)c(Cl)nc21	-4	-0.6	-0.1	-3.8	/	55*	/	2	11
CCOc1ccc(NS(=O)(=O)c2cc3c4c(c2)C(C)C(=O)N4CCC3)cc1 (stereo unspecified)	-1	0.5	1.9	-1.4	-0.6	0	-1.2	-1	3
Cc1ccccc1CC(=O)Nc1ccc(S(=O)(=O)N2CCN(C)CC2)cc1	13	0.0	1.1	0.2	0.5	3	-1.5	2	-2
CCCOc1cccc(-c2nnc(NC(=O)c3ccco3)s2)c1	1	0.5	0.8	-0.7	-2.3	10	1.5	-1	49*
O=C(CN(Cc1ccccc1)S(=O)(=O)c1ccccc1)N/N=C/c1ccccc1[N+](=O)[O-]	-13	0.3	-0.8	-0.9	0.1	-1	-2.1	0	3
CCCn1c(=O)[nH]c(=O)c2c1nc(-c1ccc(OC(F)F)cc1)n2CCN1CCOCC1	-15	-1.3	-2.6	1.0	-2.9	5	1.1	-15	9
CCN(CC)CCN1C(=O)C(=O)/C(=C(/O)c2ccc(F)cc2)C1c1ccncc1 (stereo unspecified)	-6	-1.0	-0.5	0.4	-1.1	5	-1.4	0	4
O=S(=O)(Nc1cccc(-c2ccc(N3CCOCC3)nn2)c1)c1cc(Cl)ccc1Cl	4	-0.5	-2.3	-8.2	-0.2	-2	-2.4	-1	6
CCOc1ccc(Oc2ccc(-c3nnc(-c4ccccc4)o3)cc2[N+](=O)[O-])cc1	9	0.8	-1.0	-1.1	-0.3	4	-2.5	-1	12
O=C(CN1CCCC1=O)NC1C2CC3CC(C2)CC1C3 (stereo unspecified)	-2	-0.2	-0.9	-1.6	/	2	-0.3	-2	-2
O=C(COc1ccc(Cl)cc1)Nc1nnc(S(=O)(=O)N2CCCCCC2)s1	-2	0.3	-0.2	1.4	-0.3	0	2.1	-4	-4
CCc1cccc(CC)c1N1C(=O)c2cc(N3CCOCC3)c([N+](=O)[O-])cc2C1=O	-4	1.2	-0.2	-4.2	-1.1	-3	-2.1	-4	1
CC(C)(C)c1cccc(/C=N/O)c1O	-42	-1.0	-1.6	0.4	-3.8	-4	1.2	-5	0
O=C(NCCCn1ccnc1)c1ccc(Br)c(S(=O)(=O)N2CCOCC2)c1	-6	-1.5	-1.8	-2.0	-0.7	3	-2.5	-2	0
COc1ccc(NC(=O)N2CCN(S(C)(=O)=O)CC2)cc1	-10	-1.4	-1.3	-2.7	/	0	-0.1	-4	-4
O=C(O)CNC(=O)/C=C/c1ccc(Cl)cc1Cl	-2	-1.8	-0.4	0.7	/	1	1.1	7	3
CCN(CC)CCCN1C=C2C(=O)C(C)(OC(=O)C3CCCC3)C(=O)C=C2C=C1c1ccsc1 (stereo unspecified)	-66	-0.2	3.1	1.4	1.3	-3	0.4	-25	10
COc1cc(-c2nc3n(n2)C(c2ccncc2)C(C(N)=O)=C(C)N3)cc(OC)c1OC (stereo unspecified)	-12	-0.8	0.8	-2.2	3.3	2	-0.1	5	2
N#Cc1ccc(NC(=O)COC(=O)CSc2nnc(-c3ccc(Cl)cc3)o2)cc1	-3	0.5	-0.3	2.2	/	1	1.6	0	3
O=[N+]([O-])c1ccc(N2CCNCC2)cc1N1CCCCCC1	-26	-1.8	-1.5	-3.9	2.4	-2	0.5	-7	11
Cc1nc2cc(NC(=O)C3COc4ccccc4O3)ccc2s1 (stereo unspecified)	-7	3.1	-0.8	-1.9	-0.3	1	1.6	0	2
COC(=O)c1ccc(Sc2ccccn2)c([N+](=O)[O-])c1	8	0.5	-0.2	-1.2	/	-1	-0.5	-2	1
Cc1cccc(Nc2nnc(SCC(=O)NCC3CCCO3)s2)c1 (stereo unspecified)	-1	1.0	-0.7	0.0	0.3	1	3.5	-16	6
Fc1ccc(-n2nnnc2-c2cnc(-c3cccs3)nc2C(F)(F)F)cc1	2	-1.9	0.8	-1.0	/	4	3.8	1	29

Screens (PubChem BioAssay)
